Cdc42 wt – changes GTP binding to wildtype human Cdc42; GST-Cdc42 beads, Bodipy-GTP binding, flow cytometry; actives lie on both sides; percent activity (GTP binding), % at 10 µM; hit rate 0.2% among 190,000; AID 761;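 active = percent activity GTP binding at least 20 points away from the 100% baseline, either down as inhibitor or up as activator; inconclusive = compound flagged as likely green fluorescent from well-wide comparison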;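 also: median bead fluorescence of bound Bodipy-FL-GTP at 100 nM; 0% = excess unlabeled GTP control and 100% = no compound control; below 100% means less GTP binding so inhibitor and above means activator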
Rab2A wt mod – changes GTP binding to wildtype dog Rab2A, up or down | GTP binding activity, % at 10 µM | hit rate 0.19% among 190,000 | GST-Rab2 wt beads, Bodipy-GTP binding, flow cytometry | P61105 | AID 760;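 active = GTP binding activity at least 20 points away from 100%, either lowered or raised; inconclusive = signal likely due to the compound's own green fluorescence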;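 also: 0% = beads with excess unlabeled GTP and 100% = no-compound control corrected for plate trend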
Pf gametocyte – P. falciparum stage V gametocyte viability inhibition | P. falciparum stage V gametocytes, ATP luminescence, 24 h | inhibition, % at 10.9 µM | hit rate 0.065% among 150,000 | AID 743093;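 active = inhibition above the mean plus 3 SD of compounds within the control limits, set per campaign, cut at about 38% in these data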;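 also: 0% = DMSO wells and 100% = medium only without gametocytes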
Rac1 act GTP bind – human Rac1 activated mutant GTP binding change; P63000; AID 764; GST-Rac1 activated beads, fluorescent GTP binding, flow cytometry; actives lie on both sides; 100% means binding = to untreated wells; hit rate 0.11% among 190,000; percent activity (GTP binding), % at 10 µM;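 active = GTP binding at least 20 percentage points away from the 100% baseline, in either direction, so actives lie on both sides; inconclusive = Compound likely fluorescent itself, or too few beads counted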
ABCG2 block – blocks JC-1 efflux by human ABCG2 transporter; hit rate 0.1% among 190,000; IgMXP3 cells, flow cytometry; Q9UNQ0; inhibition, % at 6.6 µM;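 active = inhibition above 80%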;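 also: 0% = DMSO and 100% = nicardipine control wells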
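Assay system – ABCG2 IgMXP3 and barcoded ABCB1 CCRF-Adr cell mix · Input – 3 million cells/mL in well · Reagent – JC-1 fluorescent substrate · Compound – single test compound dose, 6.6 µM final · Timing – 10 min exposure at 25 °C with rotation, no wash · Detection – flow cytometry of retained JC-1 fluorescence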
Rac1 wt GTP bind – human Rac1 wildtype GTP binding, inhibitors and activators; P63000; GST-Rac1 beads, fluorescent GTP binding, flow cytometry; actives lie on both sides; 0 = cold GTP competed, 100 = untreated; GTP binding activity (% of control), % at 10 µM; hit rate 0.27% among 190,000; AID 757;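 active = GTP binding activity at least 20 points away from the 100% control level, either lower or higher; inconclusive = compound flagged as likely green fluorescent, judged across all proteins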
Rab7 wt GTP bind – alters GTP binding to wildtype dog Rab7 | GST-Rab7 beads, fluorescent GTP binding, flow cytometry; actives lie on both sides; untreated = 100%, excess cold GTP = 0% | GTP binding activity (percent of control), % at 10 µM | hit rate 0.055% among 190,000;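 active = fluorescent GTP binding to Rab7 beads changed by at least 20 points from the 100% baseline, either direction, mostly lower; inconclusive = compound itself probably fluorescent, or too few beads counted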;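 also: median green fluorescence of bound Bodipy-FL-GTP per Rab7 bead population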
Avidin fluor – compound fluoresces at 488/530 nm on avidin beads; compound fluorescence 488/530 nm, flow cytometry; hits give high values; fluorescence (KMESF) at 10 µM; hit rate 0.38% among 220,000; AID 1775; in the data active = fluorescence above about 47; also: inactives centre near 10
ABCB1 inh – human ABCB1 inhibition, ABCG2 as counter-screen; inhibition, % at 6.6 µM; CCRF-Adr cells, JC-1 efflux, flow cytometry; hit rate 0.067% among 190,000; AID 1326; in the data active = inhibition above about 40%;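 also: 0% = vehicle and 100% = reference inhibitor; higher value means more JC-1 retained so stronger ABCB1 efflux block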
HRas wt GTP – changes GTP binding to wildtype human HRas | P01112 | GST-Ras wt beads, Bodipy-FL-GTP binding, flow cytometry; actives lie on both sides | GTP binding activity, % at 10 µM | hit rate 0.14% among 190,000;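 active = GTP binding activity at least 20% away from the 100% baseline, either lowered as inhibitor or raised as activator; inconclusive = flagged as likely green fluorescent, judged across all proteins in the well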;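 also: 0% = unlabeled GTP competition control and 100% = no-compound control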
Mcl1 Noxa PPI – disrupts binding of human Mcl-1 to Noxa peptide. Q07820. TR-FRET Mcl-1/Noxa peptide binding, 2 h. inhibition, % at 21.7 µM. hit rate 1.5% among 220,000. AID 1022;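 active = compounds that cut the protein-peptide binding signal by more than 50% relative to plate controls in a single-dose test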;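 also: His-tagged Mcl-1 with rhodamine Noxa BH3 peptide and terbium anti-His antibody; 0% = Mcl-1 plus Noxa peptide wells and 100% = peptide-only wells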
Starred values were filed as active, the others as inactive; ? = inconclusive; / = not tested or not shown.

SMILES	Cdc42 wt	Rab2A wt mod	Pf gametocyte	Rac1 act GTP bind	ABCG2 block	Rac1 wt GTP bind	Rab7 wt GTP bind	Avidin fluor	ABCB1 inh	HRas wt GTP	Mcl1 Noxa PPI
Cc1c(C)n(CC(O)CN2CCOCC2)c2ccccc12 (stereo unspecified)	?	?	13	?	0	?	?	9	0.2	?	19
O=C(CSc1ccccc1Cl)c1ccco1	96	96	/	92	2	96	95	10	0.2	96	-5
O=C(c1ccco1)N1CCC(n2nnc3ccccc32)CC1	99	101	/	98	2	106	97	7	0.3	100	15
CC1CCCCN1S(=O)(=O)c1ccc(C(=O)Nc2nnc(-c3ccccc3Cl)o2)cc1 (stereo unspecified)	95	90	-14	91	2	95	95	28	-1.4	91	-58
COc1ccc(CCNC(=O)C2CC(=O)N(c3ccc(C(C)(C)C)cc3)C2)cc1OC (stereo unspecified)	95	91	4	94	6	94	94	9	0.3	92	-5
CCCn1c(C2CC(=O)N(c3cc(OC)ccc3OC)C2)nc2ccccc21 (stereo unspecified)	98	99	/	98	2	105	102	5	0.7	98	-9
CC(C)c1ccc(-c2c(C#N)c(N)nc(SCC(=O)N3CCCCC3)c2C#N)cc1	101	100	/	99	22	99	97	17	0.6	98	-8
N#CC(c1ccccc1)c1ccc2c(C(F)(F)F)cc(C(F)(F)F)nc2n1 (stereo unspecified)	95	98	/	96	3	99	102	11	0.5	99	26
CCOC(=O)N1CCN(C(=O)Nc2cccc3ccccc23)CC1	102	102	/	99	1	104	104	11	0.3	100	8
CCOC(=O)c1c(C)[nH]c(C)c1C(=O)COC(=O)c1cc(OC)c(OC)cc1OC	94	98	2	94	11	96	95	12	0.4	97	14
CCN(CC)CCn1nc2c3c(cccc3c1=O)-c1ccccc1-2	97	93	1	97	18	92	96	9	0.6	91	70*
COC(=O)c1ccc(N)c(N=CC2=C(O)CC(C)(C)CC2=O)c1	97	99	-1	100	2	101	102	3	0.7	101	-15
CCOC(=O)CC(=O)CSc1nc2c(c(-c3cccs3)c1C#N)CCC2	101	97	15	96	-1	99	95	11	-0.3	98	15
CCCCC1C(C#N)=C(C)NC2=C1C(=O)CC(C)(C)C2 (stereo unspecified)	107	102	/	99	3	108	105	6	0.5	103	-4
Clc1cccc(NCc2nnc(SCc3ccc(Cl)cc3Cl)o2)c1	99	99	/	98	0	101	98	17	0.6	99	-1
Cc1ccccc1N1C(S)=C(C#N)C(=O)NC1c1ccco1 (stereo unspecified)	95	101	15	95	-1	95	104	14	-0.5	99	39
Fc1ccc(CSc2ccc3nnc(-c4ccccn4)n3n2)cc1	91	92	3	92	3	93	97	6	1.0	95	14
COC(=O)CN1C(=S)N(c2ccc(OC)cc2)C(=O)C1CC(=O)Nc1ccc(F)cc1 (stereo unspecified)	99	99	18	95	1	99	105	11	0.2	100	13
CC(=O)Nc1ccc(Nc2nc(Cl)nc(Nc3ccc(NC(C)=O)cc3)n2)cc1	94	96	/	97	3	95	102	8	0.5	99	7
COc1ccc(-c2noc(CN(C)C(=O)Nc3ccccc3)n2)cc1	96	98	0	95	3	91	104	10	0.1	99	-7

Single records, as listed above. Screens in order: Cdc42 wt, Rab2A wt mod, Pf gametocyte, Rac1 act GTP bind, ABCG2 block, Rac1 wt GTP bind, Rab7 wt GTP bind, Avidin fluor, ABCB1 inh, HRas wt GTP, Mcl1 Noxa PPI
`CCN(CC)CCn1nc2c3c(cccc3c1=O)-c1ccccc1-2` in the list: 97, 93, 1, 97, 18, 92, 96, 9, 0.6, 91, 70*
`Clc1cccc(NCc2nnc(SCc3ccc(Cl)cc3Cl)o2)c1` in the list: 99, 99, /, 98, 0, 101, 98, 17, 0.6, 99, -1
`COc1ccc(-c2noc(CN(C)C(=O)Nc3ccccc3)n2)cc1` in the list: 96, 98, 0, 95, 3, 91, 104, 10, 0.1, 99, -7

The list continues:
SMILES	Cdc42 wt	Rab2A wt mod	Pf gametocyte	Rac1 act GTP bind	ABCG2 block	Rac1 wt GTP bind	Rab7 wt GTP bind	Avidin fluor	ABCB1 inh	HRas wt GTP	Mcl1 Noxa PPI
FC(F)c1nnc2c(Cl)cc(C(F)(F)F)cn12	95	93	-6	92	4	97	94	7	0.8	94	6
O=C(O)/C=C/C(=O)Nc1ccccc1SC(F)(F)F	104	99	3	97	2	105	101	10	0.0	99	23
NC(=O)c1c(NC(=O)CN2CCCC2)sc2c1CCCC2	106	101	20	101	3	102	99	13	-2.2	102	-4
Cc1nnc(SCC(=O)NC(=O)NC(C)(C)C)n1N	104	102	/	101	2	107	101	14	0.4	103	6
Cc1cc(=O)oc(C)c1C(=O)NCCCN1C(C)CCCC1C (stereo unspecified)	107	102	/	100	1	112	104	9	0.2	104	17
C=CCNC(=O)c1ccccc1NC(=O)c1ccc(Cl)c(S(=O)(=O)Nc2cc(C)ccc2C)c1	104	104	/	101	2	103	98	8	0.5	105	-43
O=C(CNCc1ccc(F)cc1)Nc1ccccc1-c1ccccc1	101	99	10	97	6	106	100	3	0.9	101	0
Nc1ccc2c(c1)C(=O)C(=O)c1ccccc1-2	70*	84	1	84	1	88	92	2	1.2	85	31
CS(=O)(=O)N(CC(=O)NC1CCCCCC1)Cc1ccccc1	98	101	/	98	3	97	100	7	0.5	98	3
COc1ccccc1NS(=O)(=O)c1ccc2c(c1)n(C)c(=O)n2C	102	99	-15	98	4	104	98	30	1.1	99	9

Individual results from the entries so far.
Avidin fluor result of Cc1nnc(SCC(=O)NC(=O)NC(C)(C)C)n1N → 14
Rac1 act GTP bind result of CS(=O)(=O)N(CC(=O)NC1CCCCCC1)Cc1ccccc1 → 98

With a hit mark in Mcl1 Noxa PPI, of those listed so far:
Structure | Cdc42 wt | Rab2A wt mod | Rac1 act GTP bind | ABCG2 block | Rac1 wt GTP bind | Rab7 wt GTP bind | Avidin fluor | HRas wt GTP | Mcl1 Noxa PPI
CCN(CC)CCn1nc2c3c(cccc3c1=O)-c1ccccc1-2 | 97 | 93 | 97 | 18 | 92 | 96 | 9 | 91 | 70*

Next section:
SMILES	Cdc42 wt	Rab2A wt mod	Pf gametocyte	Rac1 act GTP bind	ABCG2 block	Rac1 wt GTP bind	Rab7 wt GTP bind	Avidin fluor	ABCB1 inh	HRas wt GTP	Mcl1 Noxa PPI
N#CC1(C#N)C(C(=O)C23CC4CC(CC(C4)C2)C3)C12CCOCC2 (stereo unspecified)	95	96	/	96	-1	95	96	3	0.0	95	0
Cc1cccc(N/N=C2/COC(C)(C)CC2=O)c1	105	99	0	100	0	103	98	13	0.0	100	-3
CCCOc1ccc(/C=C/C(=O)Nc2ccc([N+](=O)[O-])cc2C)cc1OC	98	99	-16	98	7	101	98	10	1.2	100	-7
Cc1ccc(NC(=O)Nc2ccc(F)cc2)cc1Cl	97	98	-5	98	1	102	103	16	-0.1	101	13
CCOC(=O)/C(C(N)=NCCO)=C(/O)c1ccccc1	97	97	4	97	0	97	98	11	0.0	98	-13
O=C(Nc1nccs1)C1Cc2ccccc2CN1S(=O)(=O)c1ccc(F)cc1 (stereo unspecified)	101	100	-7	97	2	100	100	10	0.8	101	5
COc1ccc(OC)c(NC(=O)CSc2nnc(Cn3c(=O)sc4ccccc43)n2C)c1	103	100	/	100	9	103	102	24	1.6	100	9
Cc1sc2ncn(CCC(=O)O)c(=O)c2c1C	97	97	-14	97	0	97	99	18	0.0	98	4
Cc1ccc(OCc2nnc(SCCN3CCOCC3)n2C)cc1	103	101	/	100	0	101	102	8	-0.4	101	1
O=C(N1CCN(c2cccc(Cl)c2)CC1)C1(S(=O)(=O)c2ccc(Cl)cc2)CC1	105	102	11	102	2	103	104	38	0.5	102	-2
COc1ccc(-c2ccc(-c3noc(-c4ccccc4OC)n3)c(OC)n2)cc1	105	101	/	102	1	105	101	18	0.0	102	-27
COc1cc(C2SCC(=O)N2CCN2CCCCC2)ccc1O (stereo unspecified)	98	97	-17	95	2	101	97	13	0.1	96	18
COc1ccc(CNC(=O)COC(=O)[C@H](Cc2c[nH]c3ccccc23)NC(=O)c2cccs2)cc1	99	96	-25	98	10	97	102	6	0.5	98	2
O=C(Nc1ccccc1C(=O)O)c1ccc(Br)o1	99	100	-37	94	13	102	102	15	-0.7	99	21
